Cardio protect: protects H9c2 cardiomyocytes from peroxide injury; actives 0.63% (n = 360,000); protection from H2O2 cell death, % at 20 µM; H2O2 injury protection, ATPLite, 2 h;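 active = compounds giving at least 50% protection of heart cells from peroxide-induced death in the single-dose screen, raw or plate-pattern-corrected value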;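 note: 0% = DMSO wells with peroxide and 100% = DMSO wells without peroxide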
HIF-2a inh: HIF-2a inhibition; 786-0 RCC cells HIF-2a reporter, luciferase luminescence, overnight; inhibition, % at 18.8 µM; actives 0.72% (n = 360,000);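 active = inhibition of the luminescence signal of 40% or more relative to plate controls, in a single-dose primary screen at 18.75 µM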
Shn3 3UTR inh: Schnurri-3 reporter inhibition in Clone20 osteoblasts. Clone20 osteoblast Shn3 3'UTR firefly luciferase, 24 h. inhibition, % at 12.5 µM. actives 0.52% (n = 360,000);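 active = mean inhibition of at least 75% with every replicate also reaching 75%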;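 note: 0% = median of neutral control wells and 100% = pilot-screen positive control compound; some compounds past the cut are filed as inactive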
iPSC survival up: increases survival of single human iPS cells; actives 0.044% (n = 360,000); survival enhancement, % at 20 µM; hiPSC single-cell survival, ATPlite luminescence; 100% = ROCK inhibitor wells, 0% = DMSO; in the data active = survival enhancement above about 18%;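 note: cells exposed to compounds for 16 hours before the ATP read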
NR2E3 ag-1: activates human photoreceptor nuclear receptor NR2E3; Q9Y5X4; GST-NR2E3/biotin-RetCOR TR-FRET, 1536-well; inhibition of corepressor binding, % at 4.78 µM; actives 0.12% (n = 320,000); AID 2300;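 active = percent inhibition above the cutoff of mean plus 3 SD of all tested compounds, set per screening campaign, cut at about 20% in these data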;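 note: 0% = DMSO wells and 100% = biotin wells as full block of FRET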
Target sequence (Q9Y5X4 whole entry, looked up): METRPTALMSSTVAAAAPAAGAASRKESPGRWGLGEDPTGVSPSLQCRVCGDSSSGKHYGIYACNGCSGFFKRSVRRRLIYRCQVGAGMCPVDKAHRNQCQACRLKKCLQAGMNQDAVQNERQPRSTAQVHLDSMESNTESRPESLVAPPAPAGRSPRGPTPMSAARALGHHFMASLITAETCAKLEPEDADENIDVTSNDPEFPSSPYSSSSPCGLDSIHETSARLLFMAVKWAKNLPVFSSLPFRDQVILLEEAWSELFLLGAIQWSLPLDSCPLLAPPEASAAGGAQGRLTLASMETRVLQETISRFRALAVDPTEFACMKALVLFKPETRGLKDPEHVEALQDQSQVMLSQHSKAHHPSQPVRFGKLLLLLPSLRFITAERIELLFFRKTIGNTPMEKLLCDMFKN
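Material – GST-tagged NR2E3 plus biotinylated RetCOR corepressor · Quantity – NR2E3 fusion 1.35 nM · Times – 5 h incubation at 4 °C · Medium – pH 7.5 Tris-based buffer · Technique – TR-FRET, Eu(K)-anti-GST donor, streptavidin-D2 acceptor, ex 340, em 617/671 nm · Benchmarks – high control biotin, low control 0.6% DMSO · Format – 1536-well plates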
CaV13 FRET inh: Disruptors of the CACNA1D IQ motif to Ca2+-dependent inactivation inhibitor domain association, primary screening, Förster resonance energy transfer in intact living …; HEK cells, CFP/YFP FRET ICDI-IQ, plate reader, 10 min; percent FRET-ratio fall versus neutral wells; inhibition, % at 12.3 µM; actives 0.098% (n = 340,000); AID 743397;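 active = mean replicate inhibition of at least 30% and at least 1% of replicates passing that level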;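 note: 0% = median of the neutral control wells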
m5-HT2A agonist: agonists of mouse serotonin 5-HT2A receptor (HTR2A) | P35363 | CHO-K1 mHTR2A beta-arrestin complementation, luminescence; percent of 30 µM serotonin response | activation, % at 7.6 µM | actives 0.66% (n = 360,000) | AID 624169;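 active = activation above a run cutoff, the mean activation of all tested compounds plus 3 SD, cut at about 14% in these data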;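 note: 0% = plate median of compound wells and 100% = 30 µM serotonin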
Target sequence (P35363 whole entry, looked up): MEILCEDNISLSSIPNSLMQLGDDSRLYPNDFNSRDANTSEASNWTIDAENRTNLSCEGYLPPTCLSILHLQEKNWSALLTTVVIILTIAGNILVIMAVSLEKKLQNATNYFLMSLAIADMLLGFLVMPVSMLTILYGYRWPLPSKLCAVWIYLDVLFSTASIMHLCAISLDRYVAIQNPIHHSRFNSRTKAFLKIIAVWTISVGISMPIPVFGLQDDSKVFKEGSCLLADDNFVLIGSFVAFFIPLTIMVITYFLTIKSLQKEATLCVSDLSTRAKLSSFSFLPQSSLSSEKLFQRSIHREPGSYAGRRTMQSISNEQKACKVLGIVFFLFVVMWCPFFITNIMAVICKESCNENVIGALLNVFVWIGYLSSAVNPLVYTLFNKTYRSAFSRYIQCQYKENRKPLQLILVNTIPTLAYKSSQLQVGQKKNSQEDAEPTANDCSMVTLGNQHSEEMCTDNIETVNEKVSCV
Peg3 prom inh: inhibitors of Peg3 promoter; actives 1.7% (n = 360,000); AID 588405; HeLa PEG-Prom luciferase reporter, luminescence, overnight; inhibition, % at 20 µM;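 active = inhibition of at least 50% at 20 µM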
TRPM1 prom inh: reduces MITF-dependent TRPM1 promoter luciferase signal; SK-MEL-5 TRPM1 promoter luciferase, 24 h; inhibition, % at 12.5 µM; actives 0.83% (n = 330,000); AID 488899;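 active = mean inhibition across replicates of 60% or more, whatever share of single replicates reaches that level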; note: values of inactives mirror those of a sister screen read the other way
PDI turbidity: PDI (human) enzyme inhibition; PDI insulin aggregation turbidity, A650, 90 min; inhibition, % at 10 µM; actives 0.052% (n = 350,000); AID 588391;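 active = mean inhibition across replicates of 30% or more, whatever share of single replicates reach that level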;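 note: absorbance from insulin aggregation driven by PDI reduction with DTT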
NR2E3 ag-2: activates human NR2E3 receptor. Q9Y5X4. CHO-S Gal4-NCOR/VP16-NR2E3 two-hybrid, luciferase. inhibition of corepressor binding, % at 3.98 µM. actives 0.35% (n = 360,000). AID 602229;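 active = inhibition above the mean of all tested compounds plus 3 SD, cut at about 70% in these data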;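 note: 0% = DMSO with NR2E3 transfected cells and 100% = cells lacking NR2E3 construct; higher means lower luciferase signal from less NR2E3 corepressor binding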
Numbers without * were called inactive; . = no result given.

SMILES	Cardio protect	HIF-2a inh	Shn3 3UTR inh	iPSC survival up	NR2E3 ag-1	CaV13 FRET inh	m5-HT2A agonist	Peg3 prom inh	TRPM1 prom inh	PDI turbidity	NR2E3 ag-2
CC(C)CN1C(=O)c2ccccc2C1(O)Cc1ccccc1 (configuration not stated)	4	17	18	-1.0	3	-6	-4	6	-3	-3	-21
Cc1c(Cl)cccc1NC(=S)N1CCN(C(=O)C2CCCO2)CC1 (configuration not stated)	4	20	3	-0.2	-2	-19	1	9	3	3	-18
O=C(NC1CCCC1)C(c1ccncc1)N(C(=O)c1csnn1)c1ccc(Cl)cc1 (configuration not stated)	-3	-15	-12	-0.4	3	-6	9	5	-2	5	-26
CCCS(=O)(=O)NCCc1cc2cc(C)c(C)cc2[nH]c1=O	-5	-48	-1	6.2	-1	.	4	-30	-13	1	9
CCOC(=O)N1CCN(C(=O)c2ccc3[nH]c(C)c(C)c3c2)CC1	0	-5	-20	-0.1	.	-6	5	14	9	-13	-17
O=C(Nc1ccnn1C1CCN(Cc2cc3ccccc3[nH]2)CC1)C1CCOC1 (configuration not stated)	-8	19	-4	-0.4	0	-12	1	7	-1	1	-15
CC1=C(C(=O)N2CCCCCC2)CC(CC(=O)NCCc2ccccn2)C(=O)N1Cc1ccc(C(C)(C)C)cc1 (configuration not stated)	.	-12	.	-1.4	.	-12	6	.	.	.	7
O=[N+]([O-])c1ccc(OCc2cccc(COc3ccc([N+](=O)[O-])cc3)n2)cc1	-11	11	-11	-1.3	-2	-5	1	10	3	4	-2
COc1ccc(C2=NOC(CNC(=O)c3ccccc3Br)C2)c(OC)c1 (configuration not stated)	7	14	10	-0.8	2	-2	1	11	-12	-6	-23
O=C1NC(=Nc2ccccc2Cl)S/C1=C\c1cc([N+](=O)[O-])ccc1O	-5	-20	-13	0.0	3	-293	0	0	-5	-4	-73
Cc1cnc(C(=O)OCC(=O)N2CCN(S(=O)(=O)c3ccc(Cl)cc3)CC2)cn1	-1	3	-1	-0.5	4	-7	5	-8	-4	-1	2
O=C(NC(=S)Nc1ccc(N2CCOCC2)c(Cl)c1)C(c1ccccc1)c1ccccc1	-6	2	17	2.3	-3	-7	0	11	5	3	-11
O=C(Nc1nnc(C2CC2)s1)c1ccncc1	-5	-26	-70	-2.6	-2	.	-1	-9	-5	-3	-19
CCCC1S/C(=N/N=C/c2ccc(OC)cc2)N(Cc2ccc(OC)cc2)C1=O (configuration not stated)	1	-51	-14	-1.7	-2	-5	2	-50	-10	2	-33
Cc1noc(C)c1CSc1nnc2sc3ccccc3n12	6	-14	0	-2.5	-2	-5	5	12	0	0	7
S=C(NCc1ccccc1)Nc1ccc(Cl)cc1	3	-17	-3	-1.5	1	-4	-4	-8	16	-3	-13
Cc1nn2cc(-c3ccc(-c4ccccc4)cc3)nc2s1	-7	-207	0	-1.1	1	-5	1	-195	-39	4	-120
CCn1c(NC(=O)c2ccccc2F)c(-c2cccs2)c(=O)c2ccccc21	1	5	15	0.9	2	-5	0	7	17	4	-7
O=C1CCCc2ccccc2N1Cc1c(Cl)cccc1Cl	10	30	-12	-0.6	1	0	0	6	-4	-2	-74
CC1=NN(Cc2ccccc2)C(=O)/C1=C\c1ccc(N(C)C)cc1	4	3	-12	0.0	0	.	-4	24	1	2	-1
CNc1c([N+](=O)[O-])cnn1-c1ccc(C)cc1	3	19	21	1.1	-3	-5	-2	11	-1	1	-8
CCOc1cccc(NC(=O)CSc2nc(C)c3c(c2C#N)CCCC3)c1	1	-3	14	2.9	7	-6	7	3	-5	-1	-14
CCOC(=O)C1CCCN(C2CC(=O)N(c3cccc(C)c3)C2=O)C1 (configuration not stated)	8	-5	16	-0.7	-1	-8	9	35	7	4	1
COC(=O)c1ccc(NC(=O)CSc2nc3[nH]ncc3c(=O)[nH]2)cc1	3	1	-8	-0.6	2	.	0	-5	6	-5	2

Reprinted at random: 2 records from the list.
SMILES	Cardio protect	HIF-2a inh	Shn3 3UTR inh	iPSC survival up	NR2E3 ag-1	CaV13 FRET inh	m5-HT2A agonist	Peg3 prom inh	TRPM1 prom inh	PDI turbidity	NR2E3 ag-2
CCOc1cccc(NC(=O)CSc2nc(C)c3c(c2C#N)CCCC3)c1	1	-3	14	2.9	7	-6	7	3	-5	-1	-14
CNc1c([N+](=O)[O-])cnn1-c1ccc(C)cc1	3	19	21	1.1	-3	-5	-2	11	-1	1	-8

(cont.)
SMILES	Cardio protect	HIF-2a inh	Shn3 3UTR inh	iPSC survival up	NR2E3 ag-1	CaV13 FRET inh	m5-HT2A agonist	Peg3 prom inh	TRPM1 prom inh	PDI turbidity	NR2E3 ag-2
Nc1ccc2nc(SCc3cccc(F)c3)sc2c1	-6	-224	-71	0.5	3	-7	0	-284	-72	-1	-136
O=C1C=C(c2ccccc2)C[C@H](c2cccs2)[C@H]1n1nnc([N+](=O)[O-])n1	-14	23	35	-2.4	3	-4	3	16	-3	1	19
CCOc1ccccc1Nc1nnc(Cc2ccccc2Cl)c(=O)[nH]1	-7	-2	-10	-2.3	2	-4	-6	9	-1	-3	9
Cc1ccc(NC(=O)COC(=O)CCc2ccccc2)cc1S(=O)(=O)N1CCOCC1	2	2	-11	-0.2	.	-3	0	-6	-6	-11	10
Cc1cccc(NC(=O)CCN2CCC(C(N)=O)CC2)c1	-6	28	-2	0.2	4	-3	2	20	8	12	-8
COc1cccc(NC(=O)Nc2nnc(Cc3ccccc3)s2)c1	-17	3	8	0.0	-1	-19	-1	23	3	0	2
O=C(NCC(c1ccco1)N1CCOCC1)c1cccc(Cl)c1 (configuration not stated)	7	-9	0	-0.3	4	0	-1	-6	5	-5	13
COc1ccc(CCNC(=O)C2CC3Cn4c(nc5cc6ccccc6cc54)C3N2C)cc1 (configuration not stated)	-12	9	50	-1.0	-3	-10	0	-5	0	-1	53
Cc1ccc(C(=O)CSC2=C(C#N)C(c3ccco3)C3=C(CCCC3=O)N2)cc1 (configuration not stated)	9	-100	13	-1.4	3	-5	-2	-23	21	1	-162
O=C(CCc1nc(-c2ccccc2)no1)N1CCCC1	10	-116	-48	-0.1	-3	.	-3	-71	-14	3	-35
Cn1c(=O)n(C/C=C/c2ccccc2)c(=O)c2c1nc1n2CCCN1Cc1ccccc1	7	33	12	-0.3	2	-6	-3	22	4	4	-11
O=c1c2ccsc2ncn1Cc1ccc(Cl)cc1	5	6	29	-1.9	-1	.	-3	3	5	4	-9
CN1CCN(c2ccc(-c3ccnn3C(=O)Nc3cccc(C(F)(F)F)c3)cc2)CC1	-11	-130	-47	0.3	3	-2	-1	-136	-43	5	-41
COCCN1CN(S(=O)(=O)c2cccc(Cl)c2)c2nc3ccccc3nc21	-9	-21	14	-0.5	-3	-15	0	-18	-10	0	-12
COc1ccccc1NC(=O)/C=C1\SCC(=O)N1C	-1	-12	-97	-1.1	0	-5	4	-6	5	-3	9
NC(=O)CC[C@@H]1NC(=O)[C@@H]2CCCN2C(=O)c2cc([N+](=O)[O-])cc(I)c2NCCCC[C@@H](C(=O)NC(CC(=O)O)C(N)=O)NC1=O (some centres not stated)	7	6	3	0.6	1	.	3	3	6	-8	-7
COc1cc(/C=N/NC(=O)c2cccnc2)ccc1OC(=O)c1ccco1	3	13	-2	-3.9	-2	-10	-5	-1	4	-1	-16
COc1ccccc1-c1cc2c(c3c1ccn3C)C1CCC2C1 (configuration not stated)	-3	-1	4	4.2	.	-9	7	16	.	.	9
CC1(C)CC(=O)C2=C(C1)OC1=C(C(=O)CC(C)(C)C1)C2c1ccc(O)c([N+](=O)[O-])c1	13	15	4	1.6	3	-2	-2	16	5	-4	-11
COc1ccc(C(=O)N2CCN(Cc3ccc4c(c3)OCO4)CC2)cc1[N+](=O)[O-]	-6	3	3	-0.7	0	-3	4	9	19	-2	-21
Cc1ccc(-c2csc(-c3cc(C)on3)n2)cc1	-3	-335	-75	-0.2	-1	11	4	-266	-86	-8	16
Nn1c(SCc2nc3ccccn3c2Br)nnc1-c1cccnc1	-5	1	-4	-1.4	1	-6	7	15	9	-15	-3
Cc1[nH]c2c(Cl)cccc2c(=O)c1CN1CCCC1	16	6	-6	-0.6	2	-4	3	5	11	-3	-8
COc1ccc(CNC(=O)c2ccc(-n3ccnc3)c3ccoc23)cc1OC	3	14	16	-1.2	.	-10	-2	20	.	9	-12

An excerpt of these results, bar-delimited:
smiles | Cardio protect | HIF-2a inh | Shn3 3UTR inh | iPSC survival up | NR2E3 ag-1 | CaV13 FRET inh | m5-HT2A agonist | Peg3 prom inh | TRPM1 prom inh | PDI turbidity | NR2E3 ag-2
CC1=C(C(=O)N2CCCCCC2)CC(CC(=O)NCCc2ccccn2)C(=O)N1Cc1ccc(C(C)(C)C)cc1 (configuration not stated) | . | -12 | . | -1.4 | . | -12 | 6 | . | . | . | 7
Nn1c(SCc2nc3ccccn3c2Br)nnc1-c1cccnc1 | -5 | 1 | -4 | -1.4 | 1 | -6 | 7 | 15 | 9 | -15 | -3

Given in CSV form: entries from further up.
SMILES,Cardio protect,HIF-2a inh,Shn3 3UTR inh,iPSC survival up,NR2E3 ag-1,CaV13 FRET inh,m5-HT2A agonist,Peg3 prom inh,TRPM1 prom inh,PDI turbidity,NR2E3 ag-2
Nn1c(SCc2nc3ccccn3c2Br)nnc1-c1cccnc1,-5,1,-4,-1.4,1,-6,7,15,9,-15,-3
NC(=O)CC[C@@H]1NC(=O)[C@@H]2CCCN2C(=O)c2cc([N+](=O)[O-])cc(I)c2NCCCC[C@@H](C(=O)NC(CC(=O)O)C(N)=O)NC1=O (some centres not stated),7,6,3,0.6,1,.,3,3,6,-8,-7
Cc1[nH]c2c(Cl)cccc2c(=O)c1CN1CCCC1,16,6,-6,-0.6,2,-4,3,5,11,-3,-8
Cc1ccc(-c2csc(-c3cc(C)on3)n2)cc1,-3,-335,-75,-0.2,-1,11,4,-266,-86,-8,16
COc1cc(/C=N/NC(=O)c2cccnc2)ccc1OC(=O)c1ccco1,3,13,-2,-3.9,-2,-10,-5,-1,4,-1,-16
COc1ccccc1NC(=O)/C=C1\SCC(=O)N1C,-1,-12,-97,-1.1,0,-5,4,-6,5,-3,9
COc1ccc(CNC(=O)c2ccc(-n3ccnc3)c3ccoc23)cc1OC,3,14,16,-1.2,.,-10,-2,20,.,9,-12

Next part:
SMILES	Cardio protect	HIF-2a inh	Shn3 3UTR inh	iPSC survival up	NR2E3 ag-1	CaV13 FRET inh	m5-HT2A agonist	Peg3 prom inh	TRPM1 prom inh	PDI turbidity	NR2E3 ag-2
COc1ccccc1N(C)S(=O)(=O)c1ccc(C(=O)NC2=NCCS2)cc1	10	19	3	4.0	-2	-4	-2	8	6	-7	-11
COc1ccc(Br)cc1CN(C)C(C)C(=O)Nc1cc([N+](=O)[O-])ccc1OC (configuration not stated)	-11	21	40	0.3	-5	-5	-2	19	7	-6	2
CC(C)(C)NC(=O)CSc1nc2ccc(NC(=O)CSc3nnc(N)s3)cc2s1	-27	34	57	-0.1	-3	-5	1	7	-4	-13	-14
COc1ccc(NS(=O)(=O)c2cccs2)c(OC)c1	5	0	0	-0.7	-1	-1	0	10	7	2	-25

Compound activity (PubChem)
